Screening results: PubChem, PCMD
FXIIa inh – inhibitors of human coagulation factor XIIa. P00748. 0.2% of 33,000 active. inhibition, % at 10 µM. AID 701. purified human FXIIa, AMC substrate fluorescence, 2 h; in the data active = inhibition above about 30%;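 also: 0% = enzyme with vehicle only and 100% = no enzyme blank; many of its hits are not listed in these tables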
FXIa inh – blocks human coagulation factor XIa activity; 0.3% of 33,000 active; purified human FXIa, fluorogenic AMC substrate cleavage; AID 687; P03951; inhibition, % at 10 µM;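 active = inhibition above 40% in the primary screen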;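 also: 0% = enzyme without compound and 100% = blank wells lacking enzyme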
Target sequence (P03951 19-387 limits assumed): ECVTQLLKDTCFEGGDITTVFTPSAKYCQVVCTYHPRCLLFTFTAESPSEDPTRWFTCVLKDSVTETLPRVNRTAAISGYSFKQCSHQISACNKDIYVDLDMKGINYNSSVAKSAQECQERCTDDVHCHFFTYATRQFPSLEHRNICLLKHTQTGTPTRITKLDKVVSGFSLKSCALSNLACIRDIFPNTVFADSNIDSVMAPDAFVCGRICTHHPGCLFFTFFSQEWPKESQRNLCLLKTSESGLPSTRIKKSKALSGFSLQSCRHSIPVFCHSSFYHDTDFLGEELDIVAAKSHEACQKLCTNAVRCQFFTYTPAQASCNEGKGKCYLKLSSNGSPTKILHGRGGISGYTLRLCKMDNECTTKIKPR
Target sequence (P03951 388-625 limits assumed): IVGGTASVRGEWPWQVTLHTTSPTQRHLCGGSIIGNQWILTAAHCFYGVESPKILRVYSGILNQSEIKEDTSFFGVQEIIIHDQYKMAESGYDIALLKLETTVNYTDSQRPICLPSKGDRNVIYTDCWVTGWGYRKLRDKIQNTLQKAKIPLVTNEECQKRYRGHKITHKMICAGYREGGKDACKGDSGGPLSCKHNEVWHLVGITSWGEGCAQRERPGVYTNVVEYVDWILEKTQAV
An asterisk follows results filed as active.

SMILES	FXIIa inh	FXIa inh
CN(C)/C=N/C(=S)Nc1ccc(Br)cc1F	3	2
NC(=O)C1CCN(C(=O)c2ccc(-c3ccccc3)cc2)CC1	6	0
CCc1nc(NCc2cccnc2)c2oc3ccccc3c2n1	4	0
CCCCCCCCOC(=O)C1=C(C)Nc2nnnn2C1c1cccs1 (configuration not stated)	6	-10
COc1ccc(C2c3c(oc4ccccc4c3=O)C(=O)N2CCCN2CCOCC2)cc1 (configuration not stated)	9	-3
C/C(Cl)=C/CSc1nnc2n(N)c(=O)c3ccccc3n12	-1	-7
CC(C)(C)C(=O)Cn1c(=N)n(Cc2ccccc2Cl)c2ccccc21	0	-3
Cc1ccc(CC(=O)N2CCOCC2)cc1	-9	-13
Cc1ccc(C(=O)Nc2ncc3c(n2)CC(c2ccco2)CC3=O)cc1 (configuration not stated)	9	0
O=C(Nc1ccc(Cl)cc1-c1nc2ccccc2s1)c1ccco1	8	6
Cc1c(OCC(F)(F)F)ccnc1CSc1nc2ccccc2[nH]1	-12	24
COc1ccc(-c2oc(/N=C/N3CCCC3)c(C#N)c2-c2ccc(OC)cc2)cc1	4	1
COc1ccc(NC(=O)c2ccco2)cc1NC(=O)c1cccnc1	3	-9
COc1ccc(Nc2oc(COc3cccc(C)c3)nc2C#N)cc1	-2	-4
COc1ccc(C(=O)NC2(C(F)(F)F)C(=O)Nc3c2c(=O)[nH]c(=O)n3CCc2ccc(OC)c(OC)c2)cc1 (configuration not stated)	5	-1
O=C(Nc1ccccc1)c1ccc(N2CCN(c3ccccn3)CC2)c(S(=O)(=O)N2CCOCC2)c1	5	-6
CC(C)CNC(=O)c1cccc(NC(=O)C2CCCO2)c1 (configuration not stated)	-9	0
Cc1cccc(NC(=O)CCC(=O)NCCO)c1	-11	4
CN(C)CCCOC(=O)c1ccccc1	6	10
COc1ccc(C)cc1-n1nnnc1SCC1CCCO1 (configuration not stated)	-2	5
Cc1nc(-c2ccc(NC(=O)c3cccs3)cc2)cs1	7	6
CCCOc1ccc(CC(=O)NNC(=S)Nc2ccccc2)cc1Br	5	2
CC(C)(C)NC(=O)c1ccccc1-c1nc(-c2ccccc2Cl)no1	13	-2
COC(=O)Cn1c(=O)c2c(nc(Br)n2Cc2ccccc2Cl)n(C)c1=O	5	4

A different layout for four compounds above.
> CN(C)CCCOC(=O)c1ccccc1
  FXIIa inh: 6
  FXIa inh: 10
> COc1ccc(C)cc1-n1nnnc1SCC1CCCO1 (configuration not stated)
  FXIIa inh: -2
  FXIa inh: 5
> Cc1nc(-c2ccc(NC(=O)c3cccs3)cc2)cs1
  FXIIa inh: 7
  FXIa inh: 6
> CCCOc1ccc(CC(=O)NNC(=S)Nc2ccccc2)cc1Br
  FXIIa inh: 5
  FXIa inh: 2

Other compounds:
SMILES	FXIIa inh	FXIa inh
CC(=O)Nc1ccccc1-c1nc2ccc(C(=O)N3CCN(c4cc(C)ccc4C)CC3)cc2[nH]c1=O	7	2
CCOc1cccc(N2C(=O)CC(N3CCC(C(N)=O)(N4CCCCC4)CC3)C2=O)c1 (configuration not stated)	12	6
O=C(NCCCN1CCN(c2cccc(Cl)c2)CC1)c1nc(-c2ccncc2)no1	-11	-12
COc1cc(/C=N/Nc2nc3ccccc3o2)cc(OC)c1O	10	9
O=C(O)C1CCCCC1C(=O)NCCCn1ccnc1 (configuration not stated)	19	-2
C/C(CCc1oc2c(Br)cc(Br)cc2c1-c1ccc(C)o1)=N\O	3	-1
CSc1snc(SCC(N)=O)c1C#N	2	-5
O=C(O)CCc1ccc(-c2cccs2)n1CC1CCCO1 (configuration not stated)	5	1
Cc1ccc(OC(=O)c2ccccc2C(=O)OCC(F)(F)C(F)F)cc1	6	-11
N=C1C(c2ccccc2)=C(O)CN1c1ccccc1N1CCOCC1	4	2
COc1ccc(S(=O)(=O)Nc2nc3n(n2)C(c2ccc(Cl)cc2)CC(=O)N3)cc1 (configuration not stated)	1	-3
COc1cccc(C(=O)Cn2c(=O)n(CC3CCCO3)c(=O)c3ccccc32)c1 (configuration not stated)	7	6
O=S(=O)(N1CCCCC1)N1CCCN(S(=O)(=O)N2CCCCC2)CC1	-13	0
Cc1cc(NC(=O)CCC(=O)N(CC(=O)NC2CCCC2)c2cccc(C)c2C)no1	6	3
CC(=O)Nc1ccc(NS(C)(=O)=O)cc1	4	11
Cc1cc(Br)ccc1NC(=O)C1CCCO1 (configuration not stated)	5	2
CCN(C(=O)c1c(-c2ccccc2)noc1C)c1ccccc1	6	-7
Cc1ccc(NC(=O)C(NS(=O)(=O)c2cccc3nsnc23)C(C)C)nc1 (configuration not stated)	4	7
CCOC(=O)C1=C(Cc2ccc(C)cc2)C(=O)c2ccccc2C1=O	-7	0
O=C(c1ccccc1)N1CCN(C(=O)c2ccccc2)CC1	3	-1
S=c1nc(C2CC2)[nH]c2ccccc12	3	2
O=C(CCCn1c(SCC(=O)NCC2CCCO2)nc2ccccc2c1=O)NCc1ccccc1 (configuration not stated)	3	-1
c1cn(CCCNC2=NCCCCC2)cn1	-17	1
Cc1ccc(S(=O)(=O)N2CCC(n3nnc4cc(C)ccc43)CC2)cc1	6	5
CCCC(=O)Nc1ccccc1N1CCN(C(=O)c2ccccc2)CC1	4	0
CCCCNC(=O)CCc1nc2cccnc2n1Cc1ccc(OC)cc1	-2	-3
COc1ccc(C2NC(=S)N(c3ccccc3)C(C)=C2C(=O)Nc2ccccc2)cc1 (configuration not stated)	7	-7
C(#Cc1ccccc1)CN1CCN(c2ccccn2)CC1	5	2
COC(=O)c1ccccc1NC(=O)c1c(Br)cnn1C	1	0
Cn1c(=O)c2c(-c3ccccc3F)c3c(nc2n(C)c1=O)-c1ccccc1C3O (configuration not stated)	9	0
Cc1ccc(NS(=O)(=O)N(C)C)cc1	8	1
CCOc1ccc(/C(O)=C2/C(=O)C(=O)N(CCCn3ccnc3)C2c2cccs2)cc1Cl (configuration not stated)	3	2
Cc1ccc(CNC(=O)CSc2c3c(nc4ccc(Cl)cc24)CCCC3)o1	-3	-6
CC1CCc2nc(NC(=O)C3COc4ccccc4O3)sc2C1 (configuration not stated)	8	4
Cn1c(=O)n(-c2ccccc2)c(=O)c2c3c(sc21)COC(C)(C)C3	3	-7
c1ccc(Nc2cccc(Nc3ccccc3)n2)cc1	4	-7
O=c1c2ccccc2nc(-c2ccc(Cl)cc2)n1C1CCS(=O)(=O)C1 (configuration not stated)	5	-9
COc1ccc(S(=O)(=O)N2CCC(C(=O)Nc3nnc(CCN4CCCCC4)s3)CC2)cc1	-14	1
NNC(=O)COc1cccc2cccnc12	2	0
CCCOc1ccc(N2C(=O)CC(N(CCc3ccc(S(N)(=O)=O)cc3)C(C)=O)C2=O)cc1 (configuration not stated)	3	5
COc1ccc(CSc2nnc(CNS(C)(=O)=O)o2)cc1	7	2
Cc1noc(C)c1COc1cccc(C(=O)Nc2ccc(OCc3ccccc3)cc2)c1	9	-11
O=C(CCn1c(=O)oc2ccccc21)N1CCN(c2ccccc2Cl)CC1	-2	0
COc1ccc(NC(=O)c2c(F)c(F)c(F)c(F)c2F)cc1Cl	5	2
Cc1cc(N2CCN(c3ccc(F)cc3)CC2)nc2cc(O)ccc12	5	8
COc1ccc(OC)c(Nc2nc(C3CC3)nc3c2nnn3Cc2ccccc2)c1	4	4
CC1Cc2ccccc2N1C(=O)c1cc2sccc2n1Cc1ccccc1 (configuration not stated)	7	-8
Cc1cccc(C(=O)Nc2ncc(CN3CCOCC3)s2)c1	-1	-2

Structures above with an aryl thioether with sulfur outside any ring, in the order listed:
SMILES	FXIIa inh	FXIa inh
C/C(Cl)=C/CSc1nnc2n(N)c(=O)c3ccccc3n12	-1	-7
Cc1c(OCC(F)(F)F)ccnc1CSc1nc2ccccc2[nH]1	-12	24
COc1ccc(C)cc1-n1nnnc1SCC1CCCO1 (configuration not stated)	-2	5
CSc1snc(SCC(N)=O)c1C#N	2	-5
O=C(CCCn1c(SCC(=O)NCC2CCCO2)nc2ccccc2c1=O)NCc1ccccc1 (configuration not stated)	3	-1
Cc1ccc(CNC(=O)CSc2c3c(nc4ccc(Cl)cc24)CCCC3)o1	-3	-6
COc1ccc(CSc2nnc(CNS(C)(=O)=O)o2)cc1	7	2

A stretch taken from the entries so far, as a working copy:
SMILES	FXIIa inh	FXIa inh
CC1Cc2ccccc2N1C(=O)c1cc2sccc2n1Cc1ccccc1 (configuration not stated)	7	-8
Cc1cccc(C(=O)Nc2ncc(CN3CCOCC3)s2)c1	-1	-2

The results go on.
SMILES	FXIIa inh	FXIa inh
COc1ccc(S(=O)(=O)N(CCc2ccccc2)CC(=O)O)cc1OC	4	0
COc1ccc(C(=O)NCc2ccccc2OC)cc1	3	-3
CCOC(=O)C1C(=O)C(C(=O)OCC)C(c2cccnc2)NC1c1cccnc1 (configuration not stated)	16	0
Cc1cc(Cl)ccc1Oc1cccc(C(=O)/C(C#N)=C/N(C)C)c1	-9	1
CCOP(=O)(c1ccccc1)C1(C#N)CCCC1 (configuration not stated)	2	-7
COC(=O)Nc1ccc(S(=O)(=O)Nc2ccc(O)cc2)cc1	3	-2
CCOCCOC(=O)CCSc1n[nH]c(=O)[nH]c1=O	3	-6
COc1ccc([C@@H]2Sc3ccccc3N(CCN(C)C)C(=O)[C@@H]2OC(C)=O)cc1	-10	-10
CCOC(=O)N1CCN(C(=O)CNC(=O)Cc2ccc(Cl)cc2)CC1	4	4
Cn1c(NC(=O)c2cccnc2)nc2ccccc21	7	1
Cc1ccc(C(=O)COc2nc(C)cc(C)c2C#N)cc1	3	-6
Cc1ccc(NC(=O)CSc2nnc(C)n2-c2ccccc2)cc1	-15	3

Full records, quoted from the list. Order of screens: FXIIa inh | FXIa inh
COc1ccc([C@@H]2Sc3ccccc3N(CCN(C)C)C(=O)[C@@H]2OC(C)=O)cc1 as listed: -10 | -10
Cc1cc(Cl)ccc1Oc1cccc(C(=O)/C(C#N)=C/N(C)C)c1 as listed: -9 | 1
Cn1c(NC(=O)c2cccnc2)nc2ccccc21 as listed: 7 | 1

Other entries
SMILES	FXIIa inh	FXIa inh
COc1cc(C(=O)NCCC2=CCCCC2)cc(OC)c1OC	5	3
COCCNC(=O)c1cn(Cc2c(F)cccc2Cl)nn1	7	2
CC(CCc1ccccc1)NC(=O)c1cncc(Br)c1 (configuration not stated)	-15	14
Cc1cc(C)n2nc(C(=O)NCCc3ccccc3)nc2n1	7	4
CCc1nc2ccccc2n1CCC(C)C	-1	-7
O=C(CSc1nc(-c2ccccc2)c(-c2ccccc2)[nH]1)NCCN1C(=O)CSC1=O	5	0
c1ccc(N2CCN(c3nc4ccccc4n4nnnc34)CC2)cc1	3	-3
O=C1c2cccc3c([N+](=O)[O-])ccc(c23)C(=O)N1c1nccs1	10	-6
C=CC[n+]1c(-c2ccc(OCC)cc2)csc1NNC(=O)Nc1ccccc1	4	-3
Cc1cc(C)nc(/N=C/c2c(O)n(C)c(=O)n(C)c2=O)n1	-11	0
O=C1c2ccccc2C(=O)C1c1ccnc2ccccc12	8	6
CC(=O)c1cc(-c2ccccc2)n(CC(=O)N2CCCCC2)c1C	6	-10
COc1ccc(-c2nnc(-c3ccc(OCC(C)C)cc3)o2)cc1	8	-4
Cc1ccc(NC(=O)C(CC(C)C)NC(=O)C2CCC(C)CC2)nc1 (configuration not stated)	6	-6
CCOC(=O)C1=C(C)NC(=O)NC1c1ccc(Br)s1 (configuration not stated)	4	-2
CCC(=O)N1C(C(=O)NCc2ccc(OC)cc2)CSC1c1ccc(OC)cc1 (configuration not stated)	3	3
CCOC(=O)c1ccc(NS(=O)(=O)c2cc(-c3nnnn3C(C)C)ccc2OC)cc1	1	2
CN(C)CCNC(=O)c1cc2cc(Br)ccc2oc1=O	7	-1
CCOc1ccccc1N/C(=C(/C(Cl)=C(Cl)Cl)[N+](=O)[O-])n1cncn1	-2	-3
Nc1nc(SCC(=O)Nc2ccccc2)[nH]c(=O)c1-c1ccccc1	3	-9
COc1cccc(-c2nc(-c3ccccn3)no2)c1	8	4
COc1ccc(N2C(=O)CC(Sc3nc(C)c4c(n3)CCCC4)C2=O)cc1 (configuration not stated)	2	3
O=C(O)c1cccc(N2C(=O)c3cccnc3C2=O)c1	-1	-1
COc1ccc(CCNC(=O)CSc2nnc(Cc3csc(N)n3)n2C)cc1OC	-1	-5
O=c1ccc(Cc2ccccn2)n[nH]1	10	-6
COC(=O)C1=C(C)NC(C)=C(C(=O)OC)C1c1ccccn1	4	2
Cc1noc(C)c1COc1cccc(C(=O)NCc2ccccc2Cl)c1	12	5
CC(=O)N1CCN(S(=O)(=O)c2cccc(C(=O)NC3CCCc4ccccc43)c2)CC1 (configuration not stated)	6	-3
CCC(C)NC(=O)CN(C)S(=O)(=O)c1ccc2c(c1)c(=O)n(C)c(=O)n2C (configuration not stated)	7	-3
Cc1ccc(C)c2c1[nH]c1ccccc12	5	-8
COCCOC(=O)C(C#N)c1nc2ccccc2nc1N1CCCC1 (configuration not stated)	3	7
O=C(CSc1ncn(-c2ccccc2)n1)Nc1nc2ccccc2s1	-12	0
CN(CC(=O)NCc1cccnc1)S(=O)(=O)c1ccc2c(c1)c(=O)n(C)c(=O)n2C	-10	-14
Cc1ccc(-n2nnc3c(=O)n(CC(=O)N4CCCC4)cnc32)cc1	7	-3

The list is partial (hit frequency here may not be typical).
